High-throughput results as filed in PubChem.
FLuc inh counter = firefly luciferase enzyme inhibitors, primary screen, artefact control for luciferase-based inhibitor screens, biochemical, luminescence, ATPLite. Luciferin 4-monooxygenase (Photinus pyralis), P08659. 10 min. inhibition, % at 10 µM. 1.5% of 200,000 active;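 active = inhibition above about 50% when tested at 10 µM, limit read from the data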
Target sequence (P08659 whole entry, looked up): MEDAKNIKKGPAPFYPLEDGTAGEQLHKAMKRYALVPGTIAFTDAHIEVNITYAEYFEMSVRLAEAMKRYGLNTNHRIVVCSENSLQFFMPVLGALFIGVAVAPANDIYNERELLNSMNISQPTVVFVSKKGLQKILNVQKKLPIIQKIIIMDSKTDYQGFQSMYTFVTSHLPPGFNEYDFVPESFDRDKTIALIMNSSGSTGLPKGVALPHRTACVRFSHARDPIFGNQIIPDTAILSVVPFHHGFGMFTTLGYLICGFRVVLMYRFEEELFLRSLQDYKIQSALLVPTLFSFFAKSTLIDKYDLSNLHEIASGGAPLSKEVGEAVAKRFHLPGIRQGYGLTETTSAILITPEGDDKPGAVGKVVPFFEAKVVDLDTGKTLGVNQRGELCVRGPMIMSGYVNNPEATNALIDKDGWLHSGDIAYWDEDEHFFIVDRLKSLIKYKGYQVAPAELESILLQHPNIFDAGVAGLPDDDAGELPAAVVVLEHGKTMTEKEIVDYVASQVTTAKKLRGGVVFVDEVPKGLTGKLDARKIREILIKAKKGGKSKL
RAM network inh = inhibitors of the yeast RAM network, primary screen, dse1pr::URA3 reporter, 5-FOA selection | S. cerevisiae dse1pr::URA3 reporter, 5-FOA growth OD615, 2 d; analog-sensitive cbk1-as2 kinase mutant strain | inhibition, % at 50 µM | 1.8% of 190,000 active;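 active = inhibition above a set limit, 3 SD over mean compound inhibition, cut at about 8.4% in these data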;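 also: 0% = DMSO-only wells with no growth and 100% = 10 µM 1-NA-PP1 full growth; inhibition rescues growth on 5-FOA so higher OD means more RAM inhibition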
STAT3 act = IL-6 driven STAT3 reporter potentiators, primary screen, U3A cells, luciferase, luminescence, MLSCN library; IL-6 STAT3-luciferase reporter; 100% = signal with IL-6 EC80 alone; activation (% of control), % at 5.6 µM; 0.91% of 190,000 active;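 active = activation above the screen-wide mean of compound activation plus 3 SD, cut at about 130% in these data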;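 also: 0% = background luminescence of wells with medium and substrate only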
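Test system: human U3A cells carrying STAT3-luciferase construct; control set: IL-6-only wells as 100% reference; timing: compound pre-incubation 1 h before IL-6, then 6 h stimulation at 37 °C; also added: IL-6 stimulus at 33 ng/mL final; evaluation: % activation versus median of IL-6-stimulated wells; detection: reporter luminescence signal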
STAT1 activator = STAT1 signaling activators, primary screen, cell-based, HTS, luciferase reporter; NIH 3T3 STAT1-luciferase reporter, IFN-gamma, luminescence; 100% = IFN-gamma alone, no compound; activation (% of control), % at 5.5 µM; 2.6% of 200,000 active; AID 932, 2007;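 active = activation above the screen-wide mean activation plus 3 SD, cut at about 130% in these data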;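 also: raw ratio to IFN-gamma control signal so 100% means no change and 0% no light; values of inactives mirror those of a sister screen read the other way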
STAT1 blocker = STAT1 signaling inhibitors, primary screen, cell-based, HTS, luciferase reporter. NIH 3T3 STAT1-luciferase reporter, IFN-gamma, luminescence. inhibition, % at 5.5 µM. 0.35% of 200,000 active;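 active = inhibition above a set limit, the mean inhibition across all tested compounds plus 3 SD, cut at about 34% in these data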;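 also: 0% = IFN-gamma with DMSO and 100% = IFN-gamma with 300 µM nifuroxazide; values of inactives mirror those of a sister screen read the other way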
NF-kB neuron act = activators of NF-kB expression in neurons, primary screen, cell-based, HTS | human neuronal cells, NF-kB reporter expression; stronger effect = higher value | fold change at 12.5 µM | 1.6% of 190,000 active | AID 1239, 2008; in the data active = fold change above about 3.3
APP transl inh = inhibitors of APP translation via 5'UTR reporter, primary screen, APP 5'UTR luciferase, SH-SY5Y cells | SH-SY5Y APP 5'UTR-luciferase reporter, luminescence | inhibition, % at 2 µM | 0.82% of 190,000 active;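 active = inhibition above a set limit, derived from the sample mean plus 3 SD, cut at about 45% in these data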; also: values of inactives mirror those of a sister screen read the other way
STAT3 inh = IL-6 driven STAT3 reporter inhibitors, primary screen, U3A cells, luciferase, luminescence, MLSCN library. IL-6 STAT3-luciferase reporter; host cell line lacks STAT1. inhibition, % at 5.5 µM. 0.89% of 190,000 active;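 active = inhibition above the mean inhibition across all screened compounds plus 3 SD, cut at about 44% in these data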;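 also: 0% = DMSO only wells and 100% = 100 µM nifuroxazide control wells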
APP 5'UTR act = activators of APP 5'UTR luciferase reporter, primary screen, SH-SY5Y cells; SH-SY5Y APP 5'UTR luciferase reporter, luminescence; zero percent = DMSO vehicle wells; activation, % at 2 µM; 1% of 190,000 active; AID 1276, 2008;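 active = activation above a set limit, based on mean plus 3 SD of controls, cut at about 140% in these data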; also: values of inactives mirror those of a sister screen read the other way
Hsp70 act = Hsp70 transcriptional activators, primary screen, cell-based, HeLa, Hsp70 promoter luciferase, luminescence, 10 µM | 0.04% of 200,000 active | activation, % at 10 µM | HeLa Hsp70 promoter luciferase reporter; scaled: vehicle 0, proteasome-inhibitor control 100%;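 active = activation above the mean across all tested compounds plus 3 SD, cutoff set per campaign, cut at about 5.5% in these data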;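 also: 100% = MG132 at 30 µM as the positive control and 0% = DMSO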
Active calls of the source: *; · = not tested or not shown.

Values in the order – FLuc inh counter | RAM network inh | STAT3 act | STAT1 activator | STAT1 blocker | NF-kB neuron act | APP transl inh | STAT3 inh | APP 5'UTR act | Hsp70 act
Cc1nc2c(ccc3nc(NC(=O)Cc4ccccc4)sc32)s1
 : 6.4 | 11.4* | 82.9 | 128.3 | -31.1 | 1.13 | -34.0 | 19.7 | 34.0 | 0.3
N#CC(C#N)=C1c2cc(S(N)(=O)=O)ccc2-c2ccc(S(N)(=O)=O)cc21
 : -9.1 | 0.6 | 86.9 | 88.2 | 12.5 | 1.14 | -6.8 | 18.5 | 6.8 | -0.1
CC(C)N(C(=O)COC(=O)c1ccc(Cl)nc1)C(C)C
 : -9.1 | 1.4 | 103.4 | 99.2 | 0.9 | 1.6 | -6.0 | -4.6 | 6.0 | 0.1
Cc1noc(C)c1COC(=O)CCc1ccc(S(=O)(=O)N2CCCCC2)cc1
 : -9.5 | 0.6 | 103.6 | 101.0 | -1.1 | 1.17 | -7.5 | -2.3 | 7.5 | -0.3
Cc1cc(C)cc(Oc2coc3cc(OC(=O)c4cccnc4)ccc3c2=O)c1
 : -8.5 | 3.5 | 107.7 | 101.8 | -2.0 | 0.98 | 5.4 | -8.7 | -5.4 | -0.5
O=C(NCc1ccncc1)C(=O)NC1CC1
 : -1.3 | 0.9 | 101.5 | 97.5 | 0.7 | 1.12 | 0.5 | 4.7 | -0.5 | -0.3
COc1ccc(NC(=O)COc2ccc(C(=O)OCC(=O)N(C)C3CCS(=O)(=O)C3)cc2OC)cc1 (stereo unspecified)
 : 2.5 | 2.9 | 101.7 | 99.6 | -2.9 | 1.01 | -3.2 | 2.7 | 3.2 | 0.7
COC(=O)c1ccccc1NC(=O)CSc1nc(O)cc(=O)n1C1CCCC1
 : -1.6 | 5.3 | 100.9 | 103.0 | -3.3 | 1.03 | -6.4 | 1.8 | 6.4 | -0.3
CN(C(=O)CSc1nnc2ccccn12)C1CCS(=O)(=O)C1 (stereo unspecified)
 : -3.5 | 0.9 | 104.1 | 98.1 | 2.1 | 0.82 | -12.5 | 1.0 | 12.5 | -0.5
Cc1onc(-c2ccccc2Cl)c1C(=O)Nc1cccc(-c2cn3cccnc3n2)c1
 : -6.1 | 9.0* | 91.5 | 100.5 | -0.5 | 0.44 | 2.3 | 12.3 | -2.3 | -0.3
Cc1ccc(S(=O)(=O)NCCC(=O)OCC(=O)Nc2cccc(S(=O)(=O)NC3=NCCCCC3)c2)cc1
 : 2.3 | 1.6 | 109.1 | 103.5 | -6.0 | 1.16 | -7.6 | -1.1 | 7.6 | -0.3
Cc1c(O)ccc(C(=O)CN2CCN(Cc3ccc4c(c3)OCO4)CC2)c1O
 : -0.5 | 0.3 | 69.9 | 74.5 | 29.0 | 2.34 | -3.6 | 38.3 | 3.6 | 78.7*
CCOC(=O)c1cc(-c2nnc(SCC(=O)Nc3ccc(F)cc3)o2)c(C)nc1C
 : -5.7 | 3.7 | 102.8 | 102.5 | -1.4 | 1.12 | 2.9 | 3.3 | -2.9 | 0.0
COc1ccc(CNCC(O)COc2cccc3c2OC(C)(C)C3)cc1 (stereo unspecified)
 : -4.3 | 3.5 | 83.6 | 73.5 | 27.8 | 0.74 | 5.7 | 22.2 | -5.7 | -0.5
COc1nc(NCCc2ccc(OC)c(OC)c2)nc(NC(C)(C)CO)n1
 : -4.9 | 0.1 | 98.9 | 95.4 | 5.0 | 0.8 | -36.5 | 4.0 | 36.5 | -0.1
CC(=O)Nc1ccc2nc(CN3CCN(CC=C(C)C)C(CCO)C3)ccc2c1 (stereo unspecified)
 : 1.1 | 1.8 | 97.0 | 91.2 | 8.1 | 0.58 | -15.2 | 7.7 | 15.2 | -0.1
CCN1CCN(CCOCCOc2ccccc2-c2ccccc2)CC1
 : -4.3 | 1.4 | 94.6 | 98.8 | 1.0 | 1.16 | -7.4 | 11.5 | 7.4 | 0.0
CCC(=O)N1c2ccc(S(=O)(=O)CCC(=O)N3CCn4c3nc3ccccc34)cc2CC1C (stereo unspecified)
 : -3.4 | 5.5 | 107.4 | 107.4 | -8.1 | 1.02 | 2.5 | -6.3 | -2.5 | -0.3
COc1cc(C(=O)Nc2cccc(-c3nncn3C)c2)cc(OC)c1OC
 : -4.8 | 2.5 | 101.2 | 99.8 | 0.2 | 1.02 | -5.8 | 2.9 | 5.8 | -0.4
COc1ccc(CN2CCN(C(C)C)C(CCO)C2)cc1Cn1cccn1 (stereo unspecified)
 : -3.6 | 1.5 | 103.4 | 98.2 | 0.4 | 1.01 | 12.9 | 0.6 | -12.9 | 0.0
CS(=O)(=O)Nc1ccc(C(=O)NCCSC2CCCCC2)cc1
 : -5.3 | 1.8 | 118.5 | 98.8 | 1.3 | 1.14 | -1.4 | -21.8 | 1.4 | -0.4
Oc1ccccc1Oc1ncc(Br)c(N2CCOCC2)n1
 : -5.7 | -0.1 | 101.5 | 107.1 | -7.8 | 0.71 | -15.2 | 3.3 | 15.2 | -0.2
CC1=NN(c2ccccc2)C(=O)C1C(=O)c1cc([N+](=O)[O-])cc([N+](=O)[O-])c1 (stereo unspecified)
 : 1.0 | 5.0 | 96.4 | 95.5 | 4.7 | 1.23 | -8.7 | 6.5 | 8.7 | 0.4
O=C(CCCCCn1c(=O)[nH]c2ccsc2c1=O)N1CCN(C2CCCCC2)CC1
 : -2.0 | 1.6 | · | · | · | 0.86 | 0.2 | · | -0.2 | ·
CC(C)c1ccccc1NC(=O)COc1ccc(C(=O)NCCc2ccccc2)cc1
 : -7.1 | 0.5 | 110.2 | 94.1 | 6.6 | 1.23 | -3.8 | -15.1 | 3.8 | -0.4
N/C(=N\OC(=O)CCCOc1ccc(Cl)cc1Cl)c1ccncc1
 : -2.6 | 0.6 | 97.5 | 104.0 | -7.4 | 1.08 | 1.1 | 7.8 | -1.1 | -0.3
O=C(c1ccc(C(=O)N2CCOCC2)nc1)N1CCOCC1
 : -7.4 | 0.0 | 102.6 | 109.8 | -10.6 | 1.07 | -16.8 | 0.7 | 16.8 | -0.3
COC(=O)c1[nH]c2cc(OC)ccc2c1NC(=O)CCN1CCSCC1
 : -5.9 | 1.1 | 97.9 | 97.1 | 3.2 | 1.14 | -2.2 | 6.2 | 2.2 | -0.3
CN1CCN(c2ccc(NC(=O)CN3CCOCC3)cc2F)CC1
 : -2.0 | 0.7 | 109.1 | 92.1 | 7.1 | 0.98 | -26.3 | -3.6 | 26.3 | 0.0
O=C(Cn1cnc2ccccc21)N/N=C/c1cccc([N+](=O)[O-])c1
 : -8.7 | -0.1 | 97.6 | 96.0 | 3.5 | 0.9 | -22.5 | 9.6 | 22.5 | 0.0
Cc1cc(C)n2nc(SCc3nc4ccccc4[nH]3)nc2n1
 : 4.6 | 1.8 | 96.9 | 107.2 | -8.0 | 0.91 | -4.1 | 8.9 | 4.1 | 0.2
Cc1cc(C)cc(C(=O)NC(=S)Nc2ccc(Cc3ccncc3)cc2)c1
 : -5.9 | 3.2 | 88.3 | 96.7 | 3.6 | 1.27 | 15.9 | 16.8 | -15.9 | -0.5
COc1ccc(CNC(=O)c2csc(Cc3ccc(OC)cc3)n2)cc1
 : -3.7 | 3.4 | 102.6 | 94.4 | 6.2 | 1.05 | 3.1 | 2.6 | -3.1 | -0.1
O=[N+]([O-])c1cc(O)c2ncccc2c1
 : -1.2 | -0.5 | 127.9 | 96.5 | 5.3 | 5.82* | 29.0 | -26.9 | -29.0 | -0.3
FC(F)(F)c1nc(N2CCN(c3ccccc3)CC2)nc2c1CCCCC2
 : -8.0 | 13.8* | 97.5 | 93.2 | 6.1 | 0.98 | -20.6 | 9.2 | 20.6 | 0.6
CCOC(=O)C1NN=C(C(=O)c2ccccc2)C1c1ccc(Cl)cc1 (stereo unspecified)
 : -5.8 | 3.7 | 96.9 | 114.5 | -18.5 | 1.01 | 9.2 | 9.1 | -9.2 | 0.0
CC1(C)CC(N2CCC(=O)N(C3CC(C)(C)NC(C)(C)C3)C2)CC(C)(C)N1
 : -3.5 | 1.2 | 106.8 | 95.2 | 3.4 | 1.1 | 11.7 | -3.6 | -11.7 | -0.3
S=C(NNc1cccc(Cl)c1)NC1CCCCC1
 : 1.5 | 3.2 | 108.1 | 91.2 | 6.4 | 0.92 | 8.0 | -4.8 | -8.0 | -0.1
Cc1nc2ccc(Cc3ccc4nc(C)[nH]c4c3)cc2[nH]1
 : -1.2 | -0.2 | 90.2 | 93.1 | 10.4 | 0.9 | 20.7 | 14.6 | · | -0.2
Cc1ccc(/C=N/NC(=O)Cn2cncn2)cc1
 : 2.1 | 2.1 | 94.4 | 108.5 | -11.5 | 1.44 | 13.3 | 14.4 | -13.3 | -0.1

The closing 2 entries of the section above lead into the next:
Values in the order – FLuc inh counter | RAM network inh | STAT3 act | STAT1 activator | STAT1 blocker | NF-kB neuron act | APP transl inh | STAT3 inh | APP 5'UTR act | Hsp70 act
Cc1nc2ccc(Cc3ccc4nc(C)[nH]c4c3)cc2[nH]1
 : -1.2 | -0.2 | 90.2 | 93.1 | 10.4 | 0.9 | 20.7 | 14.6 | · | -0.2
Cc1ccc(/C=N/NC(=O)Cn2cncn2)cc1
 : 2.1 | 2.1 | 94.4 | 108.5 | -11.5 | 1.44 | 13.3 | 14.4 | -13.3 | -0.1
O=C1c2ccccc2S(=O)(=O)N1CCOc1ccccc1
 : 4.4 | 0.4 | 90.9 | 103.3 | -3.6 | 1.71 | -2.0 | 20.1 | 2.0 | -0.3
O=C(NCc1ccc(Cl)cc1Cl)c1ccccn1
 : -3.0 | -1.3 | 104.6 | 100.1 | -0.1 | 0.83 | 4.7 | 1.9 | -4.7 | -0.3
CCc1ccc(OCC(=O)NC(NC(=S)Nc2ccccc2)C(Cl)(Cl)Cl)cc1 (stereo unspecified)
 : -4.9 | 5.0 | 104.9 | 97.8 | 2.4 | 0.94 | · | -5.5 | · | -0.5
COc1cccc(OCCNc2cc(N3CCCCC3)ccc2[N+](=O)[O-])c1
 : -1.3 | 10.2* | 101.4 | 107.1 | -8.0 | 1.32 | -6.3 | 6.1 | 6.3 | -0.3
COc1cc2[nH]c3c(N4CCN(c5ccccn5)CC4)ncnc3c2cc1OC
 : -0.9 | 1.6 | 82.5 | 84.6 | 17.0 | 0.33 | 25.5 | 23.7 | -25.5 | 0.0
O=C(CSc1nnc(C2CC2)n1-c1ccccc1)NCCc1ccc(F)cc1
 : -8.1 | 1.7 | 102.1 | 99.2 | 0.9 | 0.71 | -18.3 | 2.1 | 18.3 | 1.0
COc1cc(NC(=O)c2cc(CC(C)C)on2)c(OC)cc1Cl
 : -0.7 | 4.2 | 135.6* | 104.9 | -4.3 | 0.99 | 11.8 | -43.4 | -11.8 | -0.1
O=C(COc1ccccc1)N(CCc1ccccc1)c1nc(-c2ccc(F)cc2)cs1
 : -5.8 | 7.7 | 98.3 | 103.4 | -3.7 | 1.12 | -12.0 | 6.5 | 12.0 | -0.3
